Bioassay records from PubChem.
M1 antag = human M1 muscarinic receptor antagonists, primary screen, CHO-K1 cells, Fluo-8 calcium fluorescence, 1536-well | inhibition, % at 3 µM | CHO-K1 hM1, ACh EC80 antagonist | actives 1.3% (n = 360,000) | Muscarinic acetylcholine receptor M1 (Homo sapiens), P11229;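 active = percent inhibition above its own plate's cutoff, namely the mean of that plate's compound wells plus 3 SD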;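 note: peak over basal fluorescence ratio during 140 s after agonist addition; 0% = ACh EC80 plus DMSO and 100% = DMSO alone without agonist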
Target sequence (P11229 whole entry, looked up): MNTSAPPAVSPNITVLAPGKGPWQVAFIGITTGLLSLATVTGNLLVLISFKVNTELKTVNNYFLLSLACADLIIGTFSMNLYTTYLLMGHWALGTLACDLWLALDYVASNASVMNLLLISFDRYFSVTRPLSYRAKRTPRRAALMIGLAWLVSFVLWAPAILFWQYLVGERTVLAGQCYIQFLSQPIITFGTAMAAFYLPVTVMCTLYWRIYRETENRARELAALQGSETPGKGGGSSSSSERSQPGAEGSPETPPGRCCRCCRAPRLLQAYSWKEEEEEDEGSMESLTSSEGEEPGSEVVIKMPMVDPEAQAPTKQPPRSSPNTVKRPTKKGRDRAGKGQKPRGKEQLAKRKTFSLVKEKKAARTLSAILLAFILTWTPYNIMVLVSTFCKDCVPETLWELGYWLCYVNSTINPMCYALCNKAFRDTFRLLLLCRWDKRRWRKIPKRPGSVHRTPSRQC
CHRM1 PAM = human M1 muscarinic receptor positive allosteric modulators, primary screen, CHO-K1 cells, Fluo-8 calcium fluorescence, 1536-well. activation, % at 3 µM. CHO-K1 hM1, ACh EC20; 0% = ACh EC20, 100% = maximal ACh. Muscarinic acetylcholine receptor M1 (Homo sapiens), P11229. actives 0.088% (n = 360,000); in the data active = activation above about 19%, passing the limit was not always enough
TAAR1 agonist = human TAAR1 agonists, primary screen, Fluo-8 calcium fluorescence, CHO RD-HGA16 cells. vehicle wells 0%, saturating PEA agonist 100%. Trace amine-associated receptor 1 (Homo sapiens), Q96RJ0. AID 624467, 2012. activation, % at 3 µM. actives 0.99% (n = 360,000);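 active = activation above the mean activation of all test compounds in the run plus 3 SD, cut at about 38% in these data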
Target sequence (Q96RJ0 whole entry, looked up): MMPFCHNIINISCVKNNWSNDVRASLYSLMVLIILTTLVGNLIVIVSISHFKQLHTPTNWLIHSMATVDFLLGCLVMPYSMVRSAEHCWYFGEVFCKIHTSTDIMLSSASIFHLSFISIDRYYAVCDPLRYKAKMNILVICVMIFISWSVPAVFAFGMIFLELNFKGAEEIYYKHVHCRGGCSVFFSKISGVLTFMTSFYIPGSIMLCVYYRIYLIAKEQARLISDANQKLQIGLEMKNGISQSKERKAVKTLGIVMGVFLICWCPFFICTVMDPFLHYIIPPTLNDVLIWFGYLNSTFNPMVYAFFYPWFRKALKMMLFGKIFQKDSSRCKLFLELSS
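Test system: RD-HGA16 (CHO) cells co-expressing Gα16 and hTAAR1 / Benchmarks: DMSO vehicle as 0%, PEA at EC100 as 100% / Repeats: no replicates (n 1) / Measure: % activation from peak over basal fluorescence ratio, DMSO-to-PEA scaled / Timing: 17-24 h plating, Fluo-8 75 min 37 °C, 30 min RT / Technique: kinetic Fluo-8 calcium fluorescence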
TAAR1 antagonist = human TAAR1 antagonists, primary screen, Fluo-8 calcium fluorescence, CHO RD-HGA16 cells; antagonist; AID 624466, 2012; actives 1.5% (n = 360,000); inhibition, % at 3 µM; Trace amine-associated receptor 1 (Homo sapiens), Q96RJ0;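 active = inhibition above a per-plate cutoff, the mean inhibition of test compounds on that plate plus 3 SD, cut at about 49% in these data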;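 note: 0% = DMSO plus EC80 beta-PEA response and 100% = DMSO alone without agonist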
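Test system: hTAAR1-expressing CHO RD-HGA16 cells, Gα16-coupled; Probe or stimulus: EC80 β-phenethylamine stimulus; Compound dosing: single nominal final test compound concentration of 3 µM; Timing: 140 s kinetic read after compound, 140 s after agonist; Signal: Fluo-8 calcium-sensitive fluorescence; Measure: % inhibition of agonist calcium response; Controls: DMSO and EC80 PEA controls.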
CHO parental Ca = ATP-evoked calcium signal inhibitors, parental CHO, primary screen, counter-screen for OX1R antagonist project, cell-based, fluorescence, Fluo-8 calcium dye; parental CHO-K1, ATP-induced calcium, Fluo-8 fluorescence; inhibition, % at 5.6 µM; actives 0.63% (n = 330,000); AID 463079, 2010;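 active = inhibition above that plate's mean sample inhibition plus 3 SD, cut at about 26% in these data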;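 note: 0% = ATP-challenged DMSO wells and 100% = DMSO wells without ATP; some compounds past the cut are filed as inactive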
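Assay system: untransfected parental CHO cell line. Also added: ATP agonist challenge. Dosing: one dose, 5.6 µM nominal. Measured by: Fluo-8 fluorescence. Read-out: % inhibition. Benchmarks: ATP wells versus no-ATP DMSO wells. Repeats: no replicates.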
CHRM1 agonist = human M1 muscarinic receptor agonists, primary screen, Fluo-8 calcium fluorescence, CHO-K1 cells, HTS | Muscarinic acetylcholine receptor M1 (Homo sapiens), P11229 | CHO-K1 hM1, agonist mode; 0% DMSO, 100% acetylcholine EC100 | activation, % at 3 µM | actives 0.33% (n = 360,000) | AID 588814, 2011;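 active = activation above the run's mean compound activation plus 3 SD, cut at about 16% in these data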;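 note: peak over basal fluorescence ratio within a 140 s kinetic read after compound addition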
V1R ag counter = agonists of human V1a receptor, primary screen, counter-screen for OXTR agonist project, fluorescence, CHO-V1R cells; actives 0.25% (n = 320,000); Fluo-8 calcium fluorescence, agonist mode; 0% DMSO, 100% 3 nM vasopressin; Vasopressin V1a receptor (Homo sapiens), P37288; activation, % at 3 µM;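 active = activation above the mean activation of all tested compounds plus 3 SD, per screening run, cut at about 20% in these data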;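 note: signal is peak over basal fluorescence ratio across a 100 second FLIPR read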
OXTR ag = human OXTR agonists, primary screen, fluorescence, CHO-OTR cells, Fluo-8 calcium. actives 0.32% (n = 320,000). AID 2435, 2010. Fluo-8 calcium fluorescence; normalized: DMSO 0%, oxytocin 100%. activation, % at 3 µM;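 active = activation above the mean of all tested compounds plus 3 SD, cutoff set per screening run, cut at about 20% in these data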;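 note: peak over basal fluorescence ratio from a 100 s FLIPR kinetic read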
OXTR potentiator = human OXTR potentiators, primary screen, fluorescence, CHO-OTR cells, Fluo-8 calcium; Oxytocin receptor (Homo sapiens), P30559; Fluo-8 calcium fluorescence, potentiator mode; 0% = oxytocin EC15, 100% = EC100; activation, % at 3 µM; actives 0.061% (n = 320,000);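 active = activation above that plate's cutoff, the mean activation of tested compounds plus 3 SD, cut at about 6.6% in these data, passing the limit was not always enough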;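 note: 100% uses oxytocin at 75 nM as the full agonist control; some results filed as inactive read as strong as hits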
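Material: human OTR in CHO cells. Compound: 3.0 µM, one dose. Timing: compound 6 min at room temperature before oxytocin, 100 s read. Evaluation: % activation of max/min ratio relative to oxytocin controls. Replication: single well per compound, singlicate. Signal: Fluo-8 calcium dye fluorescence.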
The depositor's hits bear a star. Rows were taken by chance; about 3.7% have a hit in one of these screens.

What do the screens show for `CC1(C)OC(=O)N(CC(=O)Nc2cccc(C(F)(F)F)c2)C1(C)O` (stereo not drawn)?
M1 antag: 1; CHRM1 PAM: 5; TAAR1 agonist: 0; TAAR1 antagonist: -11; CHO parental Ca: 5; CHRM1 agonist: -5; V1R ag counter: -0.7; OXTR ag: 1.3; OXTR potentiator: -23

Results for CNC(=O)c1ccc2snnc2c1 ?
M1 antag: -6; CHRM1 PAM: -1; TAAR1 agonist: 1; TAAR1 antagonist: -17; CHO parental Ca: -3; CHRM1 agonist: -4; V1R ag counter: 0.0; OXTR ag: 1.2; OXTR potentiator: -2

How did CCCCOC(=O)NC(NCC(O)c1ccccc1)(C(F)(F)F)C(F)(F)F (stereo not drawn) do in these assays?
M1 antag: -29; CHRM1 PAM: 3; TAAR1 agonist: 5; TAAR1 antagonist: -7; CHO parental Ca: -10; CHRM1 agonist: -2; V1R ag counter: 1.2; OXTR ag: 0.0; OXTR potentiator: -4

Results for CC[C@H]1C/C=C\Cc2ccccc2[C@@H](C(=O)C[C@@H](O)CC(C)=O)OC1=O ?
M1 antag: -10; CHRM1 PAM: 8; TAAR1 agonist: 0; TAAR1 antagonist: -18; CHO parental Ca: -4; CHRM1 agonist: -1; V1R ag counter: 0.0; OXTR ag: -0.4; OXTR potentiator: -4

What do the screens show for `CCOc1cccc(-c2c(C(=O)N/N=C(\C)c3ccncc3)nnn2-c2nonc2N)c1`?
M1 antag: -21; CHRM1 PAM: 16; TAAR1 agonist: 19; TAAR1 antagonist: 15; CHO parental Ca: 3; CHRM1 agonist: 5; V1R ag counter: -0.1; OXTR ag: -1.1; OXTR potentiator: -7

Results for Cn1cccc1C(=S)N=P(C1CCCCC1)(N1CCOCC1)N1CCOCC1 ?
M1 antag: -8; CHRM1 PAM: 6; TAAR1 agonist: 3; TAAR1 antagonist: -9; CHO parental Ca: -1; CHRM1 agonist: -8; V1R ag counter: -0.6; OXTR ag: -0.2; OXTR potentiator: -7

What do the screens show for `Oc1ccc2ccccc2c1C=Nc1ccc(Cl)cn1`?
M1 antag: 13; CHRM1 PAM: -11; TAAR1 agonist: 3; TAAR1 antagonist: -4; CHO parental Ca: 7; CHRM1 agonist: -4; V1R ag counter: 0.1; OXTR ag: 0.8; OXTR potentiator: 0

Results for CCOc1ccc(CN2CCN(Cc3cccc4nonc34)CC2CCO)cc1 (stereo not drawn) ?
M1 antag: -3; CHRM1 PAM: 1; TAAR1 agonist: -1; TAAR1 antagonist: 4; CHO parental Ca: -11; CHRM1 agonist: -10; V1R ag counter: 0.4; OXTR ag: -0.6; OXTR potentiator: -3

How did c1cncc(Cc2cc3ccccc3[nH]2)c1 do in these assays?
M1 antag: -10; CHRM1 PAM: 12; TAAR1 agonist: 5; TAAR1 antagonist: 4; CHO parental Ca: -8; CHRM1 agonist: -7; V1R ag counter: 1.1; OXTR ag: 0.4; OXTR potentiator: -6

How did CCCCCCSc1nc(O)c(C2OC(=O)c3c2ccc(OC)c3OC)c(=O)n1-c1ccccc1 (stereo not drawn) do in these assays?
M1 antag: -8; CHRM1 PAM: 9; TAAR1 agonist: -2; TAAR1 antagonist: 0; CHO parental Ca: -10; CHRM1 agonist: -2; V1R ag counter: 1.3; OXTR ag: 0.1; OXTR potentiator: -2

Results for CCOC(=O)Cc1csc(NC(=O)Cc2ccc(Cl)cc2)n1 ?
M1 antag: 4; CHRM1 PAM: -7; TAAR1 agonist: 10; TAAR1 antagonist: -23; CHO parental Ca: -6; CHRM1 agonist: -1; V1R ag counter: 6.9; OXTR ag: 0.0; OXTR potentiator: -16

What do the screens show for `Cc1ccc(CN2CCN(Cc3ccc(-n4cccn4)cc3C)CC2CCO)cc1` (stereo not drawn)?
M1 antag: 0; CHRM1 PAM: -11; TAAR1 agonist: 4; TAAR1 antagonist: -5; CHO parental Ca: -11; CHRM1 agonist: -15; V1R ag counter: 8.4; OXTR ag: 1.9; OXTR potentiator: -16

What do the screens show for `O=C(O)CCc1ccc(-c2ccc(Cl)cc2)n1NC(=O)c1ccc(O)cc1`?
M1 antag: -11; CHRM1 PAM: 7; TAAR1 agonist: 10; TAAR1 antagonist: 0; CHO parental Ca: -2; CHRM1 agonist: -2; V1R ag counter: -1.0; OXTR ag: -0.2; OXTR potentiator: -11

Results for O=c1[nH]c(CN2CCCCC2)nc2ccccc12 ?
M1 antag: -12; CHRM1 PAM: 8; TAAR1 agonist: 4; TAAR1 antagonist: -7; CHO parental Ca: -3; CHRM1 agonist: -5; V1R ag counter: 1.5; OXTR ag: 2.3; OXTR potentiator: -2

What do the screens show for `COc1ccccc1NC(=O)N1CCN(C)CC1`?
M1 antag: -6; CHRM1 PAM: 6; TAAR1 agonist: 7; TAAR1 antagonist: -22; CHO parental Ca: -6; CHRM1 agonist: -2; V1R ag counter: 0.0; OXTR ag: 1.1; OXTR potentiator: -7

3 entries out of the list, sorted by SMILES length, falling.
Results for CC[C@H]1C/C=C\Cc2ccccc2[C@@H](C(=O)C[C@@H](O)CC(C)=O)OC1=O ?
M1 antag: -10; CHRM1 PAM: 8; TAAR1 agonist: 0; TAAR1 antagonist: -18; CHO parental Ca: -4; CHRM1 agonist: -1; V1R ag counter: 0.0; OXTR ag: -0.4; OXTR potentiator: -4

Results for Cn1cccc1C(=S)N=P(C1CCCCC1)(N1CCOCC1)N1CCOCC1 ?
M1 antag: -8; CHRM1 PAM: 6; TAAR1 agonist: 3; TAAR1 antagonist: -9; CHO parental Ca: -1; CHRM1 agonist: -8; V1R ag counter: -0.6; OXTR ag: -0.2; OXTR potentiator: -7

Results for CNC(=O)c1ccc2snnc2c1 ?
M1 antag: -6; CHRM1 PAM: -1; TAAR1 agonist: 1; TAAR1 antagonist: -17; CHO parental Ca: -3; CHRM1 agonist: -4; V1R ag counter: 0.0; OXTR ag: 1.2; OXTR potentiator: -2

Other records follow.
How did CCOc1cc(/C=N\NC(=O)CN2CCOCC2)ccc1OCc1ccc(F)cc1 do in these assays?
M1 antag: -4; CHRM1 PAM: 2; TAAR1 agonist: 11; TAAR1 antagonist: 11; CHO parental Ca: -3; CHRM1 agonist: 1; V1R ag counter: 1.1; OXTR ag: 1.2; OXTR potentiator: -7

What do the screens show for `CCSC(=Nc1ccccc1)C1=C(O)COC1=O`?
M1 antag: -15; CHRM1 PAM: 2; TAAR1 agonist: 3; TAAR1 antagonist: 10; CHO parental Ca: -6; CHRM1 agonist: -3; V1R ag counter: -0.1; OXTR ag: 1.0; OXTR potentiator: -8

What do the screens show for `COc1cccc(CNC(=O)CCC2CCCN(c3cc(C)nc(N)n3)C2)c1` (stereo not drawn)?
M1 antag: 8; CHRM1 PAM: -9; TAAR1 agonist: 1; TAAR1 antagonist: 5; CHO parental Ca: -19; CHRM1 agonist: -10; V1R ag counter: 0.0; OXTR ag: -0.4; OXTR potentiator: -4

What do the screens show for `COC(=O)C1=C(C(=O)OC)SC2(S1)C(C(=O)OC)=C(C(=O)OC)SC1=C2c2cc(C)cc(C)c2NC1(C)C`?
M1 antag: 5; CHRM1 PAM: -2; TAAR1 agonist: 6; TAAR1 antagonist: 4; CHO parental Ca: 2; CHRM1 agonist: -6; V1R ag counter: -1.1; OXTR ag: -1.5; OXTR potentiator: -14

Results for COc1ccc(COCC(O)CN2CC(C)OC(C)C2)cc1OC (stereo not drawn) ?
M1 antag: -27; CHRM1 PAM: 4; TAAR1 agonist: 0; TAAR1 antagonist: -12; CHO parental Ca: -5; CHRM1 agonist: 0; V1R ag counter: 0.2; OXTR ag: -0.1; OXTR potentiator: -8

How did O=C(NCC12CC3CC(CC(C3)C1)C2)c1nc2ncccn2n1 do in these assays?
M1 antag: -10; CHRM1 PAM: 5; TAAR1 agonist: 11; TAAR1 antagonist: 0; CHO parental Ca: -7; CHRM1 agonist: -1; V1R ag counter: 0.3; OXTR ag: 2.0; OXTR potentiator: 2

Results for CCc1cccc(CC)c1-n1c(SCC(=O)c2c(N)n(C)c(=O)n(C)c2=O)nnc1-c1cccnc1 ?
M1 antag: -1; CHRM1 PAM: 2; TAAR1 agonist: 3; TAAR1 antagonist: -16; CHO parental Ca: -14; CHRM1 agonist: -4; V1R ag counter: -0.1; OXTR ag: -0.3; OXTR potentiator: -4

What do the screens show for `CCCC(=O)Nc1nc(C)c(-c2csc(Nc3ccc(Cl)cc3)n2)s1`?
M1 antag: 0; CHRM1 PAM: 6; TAAR1 agonist: 2; TAAR1 antagonist: 1; CHO parental Ca: -6; CHRM1 agonist: 0; V1R ag counter: -1.2; OXTR ag: -1.6; OXTR potentiator: -12

Results for CC1Cc2nc(SCC(=O)N3CCCC3)n(C)c(=O)c2S1 (stereo not drawn) ?
M1 antag: -2; CHRM1 PAM: 1; TAAR1 agonist: -1; TAAR1 antagonist: -16; CHO parental Ca: -9; CHRM1 agonist: -2; V1R ag counter: -0.5; OXTR ag: -0.4; OXTR potentiator: 0

How did O=C(COc1cc2oc(=O)cc(-c3ccccc3)c2cc1Cl)NC(Cc1c[nH]c2ccc(O)cc12)C(=O)O (stereo not drawn) do in these assays?
M1 antag: -9; CHRM1 PAM: 8; TAAR1 agonist: 0; TAAR1 antagonist: -3; CHO parental Ca: -2; CHRM1 agonist: -3; V1R ag counter: 0.6; OXTR ag: 0.9; OXTR potentiator: -3

How did CCOC(=O)C(CC)/C(C)=N\NC(=O)c1ccccc1O (stereo not drawn) do in these assays?
M1 antag: 3; CHRM1 PAM: -5; TAAR1 agonist: -1; TAAR1 antagonist: -14; CHO parental Ca: -2; CHRM1 agonist: 1; V1R ag counter: 2.3; OXTR ag: 0.8; OXTR potentiator: -6

Results for CCOC(=O)c1nn(-c2ccccc2)c(=O)c2c(NC(C)=O)scc12 ?
M1 antag: -5; CHRM1 PAM: 3; TAAR1 agonist: 14; TAAR1 antagonist: 0; CHO parental Ca: 4; CHRM1 agonist: -7; V1R ag counter: -0.1; OXTR ag: -0.9; OXTR potentiator: -13
